ABCG2 block: human ABCG2 inhibition, ABCB1 as counter-screen; AID 1325; inhibition, % at 6.6 µM; IgMXP3 cells, JC-1 efflux, flow cytometry; 0.1% of 190,000 active; Q9UNQ0;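 active means inhibition above 80%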;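 further: 0% = DMSO and 100% = nicardipine control wells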
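material = IgMXP3 (ABCG2) plus far-red-tagged CCRF-Adr (ABCB1) cells | amount = 3 million cells/mL, equal mix of both lines | also added = JC-1 transporter substrate | dosing = one concentration, 6.6 µM final | schedule = 10 min at 25 °C | measured by = flow cytometric JC-1 green MFI at 530 nm | read-out basis = percent efflux inhibition, scaled nicardipine 100% to DMSO 0%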
RGS7-Gao: human RGS7-Galphao interaction regulation | P09471 | Multiplexed bead flow cytometry, RGS7-Galphao binding; actives lie on both sides | binding response (% of control), % at 10 µM | 0.35% of 220,000 active | AID 1439; in the data active means binding response below about 49% or above about 150%; inconclusive means no clear call, values can overlap the other calls; inactive means in between;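 further: fluorescent Galphao held in activated GDP-AlF4 state binding bead-coupled RGS7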
ABCB1 block: human ABCB1 inhibition, ABCG2 as counter-screen | P08183 | CCRF-Adr cells, JC-1 efflux, flow cytometry | inhibition, % at 6.6 µM | 0.067% of 190,000 active; in the data active means inhibition above about 40%;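 further: 0% = vehicle and 100% = reference inhibitor; higher value means more JC-1 retained so stronger ABCB1 efflux block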
Bfl-1 Bim block: disrupts Bim binding to human Bfl-1; Bead-based flow cytometry, Bim-Bfl-1 binding inhibition; inhibition, % at 10 µM; 0.12% of 190,000 active; AID 1008;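 further: 0% = wells without compound plus tracer and 100% = blocker peptide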
RGS8-Gao: human RGS8-Galphao interaction regulation; multiplexed bead flow cytometry, RGS8-Galphao binding; actives lie on both sides; response (percent of control binding), % at 10 µM; 0.34% of 220,000 active; in the data active means response below about 60% or above about 140%; inactive means in between;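 further: Galphao activated as the GDP aluminium fluoride complex binding bead-coupled RGS8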
Bim-Bcl-XL: inhibitors of Bim-Bcl-XL interaction, human; 0.04% of 190,000 active; Bim peptide-Bcl-XL binding, bead flow cytometry, fluorescence; inhibition, % at 10 µM
Mcl-1 Bim block: disrupts Bim peptide binding to human Mcl-1. inhibition, % at 10 µM. Bead-based flow cytometry, Bim peptide-Mcl-1 binding. 0.1% of 190,000 active. Q07820;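 further: 0% = no compound tracer wells and 100% = peptide blocker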
Target sequence (Q07820 whole entry, looked up): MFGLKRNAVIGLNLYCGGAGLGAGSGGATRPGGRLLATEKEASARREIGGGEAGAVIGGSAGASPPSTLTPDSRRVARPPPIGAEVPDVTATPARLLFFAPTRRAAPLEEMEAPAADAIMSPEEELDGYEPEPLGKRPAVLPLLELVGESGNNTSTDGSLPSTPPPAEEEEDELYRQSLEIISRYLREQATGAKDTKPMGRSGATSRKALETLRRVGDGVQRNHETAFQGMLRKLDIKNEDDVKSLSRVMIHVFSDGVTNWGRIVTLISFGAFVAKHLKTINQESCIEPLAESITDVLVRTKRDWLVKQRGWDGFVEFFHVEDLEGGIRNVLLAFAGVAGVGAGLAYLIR
Bim-Bcl-B: inhibitors of Bim-Bcl-B interaction, human; Q9HD36; bead-based flow cytometry, Bim peptide-Bcl-B binding; inhibition, % at 10 µM; 0.073% of 190,000 active; AID 951;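 further: 0% = tracer peptide without compound and 100% = reference inhibitor peptide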
Target sequence (Q9HD36 whole entry, looked up): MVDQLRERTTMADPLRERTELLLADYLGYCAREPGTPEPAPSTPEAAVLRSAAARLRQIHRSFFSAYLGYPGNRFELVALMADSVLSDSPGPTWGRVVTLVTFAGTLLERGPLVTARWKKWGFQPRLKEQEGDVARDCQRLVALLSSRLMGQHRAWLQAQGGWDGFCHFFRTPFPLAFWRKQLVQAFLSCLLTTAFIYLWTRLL
Bim-Bcl-2: inhibitors of Bim-Bcl-2 interaction, human; 0.06% of 190,000 active; inhibition, % at 10 µM; Bead-based flow cytometry, Bim peptide-Bcl-2 binding; AID 950; in the data active means inhibition above about 40%; inconclusive means no clear call, values can overlap the other calls;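 further: 0% = no compound wells with probe peptide and 100% = reference peptide inhibitor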
Target sequence (P10415 whole entry, looked up): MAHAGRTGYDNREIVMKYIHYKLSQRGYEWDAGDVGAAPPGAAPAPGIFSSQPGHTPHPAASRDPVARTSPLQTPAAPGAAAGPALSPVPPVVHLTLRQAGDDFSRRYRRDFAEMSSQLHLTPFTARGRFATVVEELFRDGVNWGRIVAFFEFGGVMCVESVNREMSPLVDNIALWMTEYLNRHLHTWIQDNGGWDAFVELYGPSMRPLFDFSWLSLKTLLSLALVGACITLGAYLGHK
Bim-Bcl-W: disrupts Bim peptide binding to human Bcl-W; inhibition, % at 10 µM; 0.02% of 190,000 active; bead-based flow cytometry; Q92843;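 further: 0% = bound tracer without compound and 100% = peptide blocker; higher means less fluorescent Bim peptide bound to Bcl-W beads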
Target sequence (Q92843 whole entry, looked up): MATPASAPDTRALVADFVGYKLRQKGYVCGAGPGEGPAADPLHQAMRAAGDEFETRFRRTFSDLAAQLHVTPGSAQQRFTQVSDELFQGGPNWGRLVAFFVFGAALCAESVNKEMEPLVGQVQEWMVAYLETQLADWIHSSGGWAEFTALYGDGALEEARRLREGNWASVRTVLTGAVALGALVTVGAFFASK
RGS4-Gao reg: human RGS4-Galphao interaction regulation | P09471 | Multiplexed bead flow cytometry, RGS4-Galphao binding; actives lie on both sides | binding response (% of control), % at 10 µM | 0.33% of 220,000 active | AID 1415; in the data active means binding response below about 49% or above about 150%; inactive means in between;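 further: fluorescent Galphao activated with aluminum fluoride binding bead-coupled RGS4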
The depositor's hits bear a star; ? = inconclusive; [ ] = another dose, or the depositor's remark. Unless noted, no stated cut-off is given here; in the data, active means inhibition above about 40%.

SMILES | ABCG2 block | RGS7-Gao | ABCB1 block | Bfl-1 Bim block | RGS8-Gao | Bim-Bcl-XL | Mcl-1 Bim block | Bim-Bcl-B | Bim-Bcl-2 | Bim-Bcl-W | RGS4-Gao reg
COc1ccc2oc(=O)c(C(=O)Nc3ccccc3-c3ccccc3)cc2c1 | 0.8 | 97.0 | 0.3 | -13.0 | 102.4 | 4.0 | -2.0 | -10.0 | -13.0 | -3.0 | 101.5
COc1ccccc1Cn1c(=S)[nH]c2cc(C(=O)NCC3CCCO3)ccc2c1=O (stereo unspecified) | 3.8 | 101.0 | 0.6 | -5.0 | 100.9 | -1.0 | -3.0 | -7.0 | -4.0 | -2.0 | 102.4
COC(=O)c1c(C(=O)OC)c2n(c1C)CCC2 | 2.2 | 105.5 | 0.1 | 0.0 | 101.6 | 3.0 | 0.0 | 0.0 | 0.0 | 5.0 | 100.6
CCc1onc(C)c1C(=O)Nc1cc(C)ccc1OC | 3.7 | 104.2 | 0.7 | -2.0 | 103.7 | -4.0 | 1.0 | 0.0 | -2.0 | 0.0 | 108.9
Cc1nnc(Nc2ccc3c(c2)ncn3C)c2ccccc12 | 4.0 | 113.6 | -3.0 | -4.0 | 146.5*[activator] | -3.0 | -2.0 | 0.0 | 2.0 | 0.0 | 114.9
COc1ccccc1Oc1cc(F)nc(N)n1 | 1.3 | 101.4 | -0.1 | 1.0 | 101.4 | 0.0 | -2.0 | 0.0 | -3.0 | -1.0 | 105.0
c1ccc2oc(-c3[nH]ncc3CN3CCC(N4CCSCC4)CC3)cc2c1 | 6.0 | 101.1 | 1.2 | -7.0 | 101.5 | 0.0 | -2.0 | -6.0 | -3.0 | -3.0 | 103.3
O=C(Nc1ccc(CN2CCCCC2)cc1)Nc1ccccc1Cl | 5.9 | ? | 0.8 | -1.0 | 91.8 | -1.0 | 6.0 | 0.0 | 4.0 | -1.0 | 92.1
O=C(Nc1ccc2c(c1)oc1ccccc12)N1CCOCC1 | 2.6 | 101.7 | 0.2 | -6.0 | 103.1 | -4.0 | -1.0 | -7.0 | -3.0 | 0.0 | 104.2
CCN1CC(CN(C)Cc2nc(-c3cccs3)no2)CC1=O (stereo unspecified) | 1.2 | 103.7 | 0.9 | -3.0 | 103.6 | -1.0 | -1.0 | -1.0 | -2.0 | 0.0 | 100.8
CCN1CCN(Cc2nc3c(c(=O)n(C)c(=O)n3C)n2C(C)C(C)=O)CC1 (stereo unspecified) | 0.2 | 101.3 | 0.1 | 2.0 | 104.6 | 0.0 | -1.0 | -3.0 | -2.0 | 1.0 | 100.8
COC(=O)c1ccccc1S(=O)(=O)N1Cc2cc([N+](=O)[O-])ccc2Oc2ccccc21 | 3.2 | 89.7 | 0.9 | -10.0 | 88.6 | 9.0 | -2.0 | -5.0 | -7.0 | 0.0 | 87.2
O=C(O)CN1CCNCC1 | 3.1 | 99.3 | 0.9 | -1.0 | 98.9 | -2.0 | -3.0 | -2.0 | -4.0 | -2.0 | 99.2
COc1ccc(CC(=O)N2CCN(c3ccccn3)CC2)cc1 | -2.7 | 102.2 | 0.8 | -1.0 | 104.3 | -2.0 | 0.0 | -2.0 | -6.0 | 0.0 | 104.4
Cc1cc(C)c2oc(=O)cc(CN3CCN(Cc4ccc5c(c4)OCO5)CC3)c2c1 | 6.0 | 99.5 | 2.0 | -13.0 | 102.4 | -2.0 | -1.0 | -5.0 | -8.0 | -2.0 | 101.3
CSc1n[nH]c(NCc2ccccc2)n1 | 1.1 | 100.5 | 0.2 | -11.0 | 103.2 | -9.0 | -3.0 | -9.0 | -4.0 | -1.0 | 103.0
COc1cccc(C(c2sc3nc(C)nn3c2O)N2CCN(c3ccccc3F)CC2)c1 (stereo unspecified) | 2.0 | 91.2 | 0.5 | -6.0 | 101.7 | -1.0 | 0.0 | -2.0 | -7.0 | 3.0 | 93.7
O=C1c2ccccc2-c2onc3ccc(NCCCn4ccnc4)c1c23 | -0.2 | 83.0 | 3.4 | 79.0* | 84.8 | 100.0* | 63.0* | 92.0* | 88.0* | 94.0* | 85.0
Cn1c(Cl)c(/C=N/OC(=O)C2CC2)c2ccccc21 | 10.8 | 113.0 | 0.6 | -3.0 | 102.9 | 1.0 | 0.0 | -1.0 | -2.0 | 2.0 | 102.9
CC(=O)N1CCN(c2ccc(NCc3ccc(F)cc3)cc2)CC1 | 0.7 | 94.0 | 0.3 | 1.0 | 97.3 | 0.0 | 0.0 | 0.0 | 0.0 | 7.0 | 94.6
Cc1ccc(C(=O)OCC(=O)N2CCC(Cc3ccccc3)CC2)cc1N | -0.5 | 97.2 | -0.4 | -8.0 | 100.8 | -4.0 | -3.0 | -4.0 | -4.0 | -4.0 | 104.2
O=C(CSc1nnc(-c2cccs2)n1-c1ccccc1)N1CCOCC1 | -0.1 | 96.4 | 0.1 | -1.0 | 100.5 | 1.0 | 0.0 | -5.0 | 0.0 | -3.0 | 97.8
CCn1c(SCC(=O)NCc2ccc3c(c2)OCO3)nnc1-c1cccs1 | 8.8 | 99.1 | 1.4 | -13.0 | 98.2 | -9.0 | -5.0 | -4.0 | -9.0 | -2.0 | 101.2
CCC(C)NCCOCCOc1cc(C)c(Cl)c(C)c1 (stereo unspecified) | 0.7 | 105.2 | 0.5 | -4.0 | 103.1 | 1.0 | 0.0 | -2.0 | 0.0 | 1.0 | 102.4

Continued, starting with the last 3 of the part before.
SMILES | ABCG2 block | RGS7-Gao | ABCB1 block | Bfl-1 Bim block | RGS8-Gao | Bim-Bcl-XL | Mcl-1 Bim block | Bim-Bcl-B | Bim-Bcl-2 | Bim-Bcl-W | RGS4-Gao reg
O=C(CSc1nnc(-c2cccs2)n1-c1ccccc1)N1CCOCC1 | -0.1 | 96.4 | 0.1 | -1.0 | 100.5 | 1.0 | 0.0 | -5.0 | 0.0 | -3.0 | 97.8
CCn1c(SCC(=O)NCc2ccc3c(c2)OCO3)nnc1-c1cccs1 | 8.8 | 99.1 | 1.4 | -13.0 | 98.2 | -9.0 | -5.0 | -4.0 | -9.0 | -2.0 | 101.2
CCC(C)NCCOCCOc1cc(C)c(Cl)c(C)c1 (stereo unspecified) | 0.7 | 105.2 | 0.5 | -4.0 | 103.1 | 1.0 | 0.0 | -2.0 | 0.0 | 1.0 | 102.4
CCCCOc1c(Cl)cc(CNC(C)(C)CO)cc1OCC | 19.2 | 103.6 | 0.7 | -14.0 | 98.9 | -3.0 | -2.0 | -5.0 | -9.0 | 2.0 | 95.9
CC(C)COC(=O)c1ccc2c(c1O)C(=O)c1ccccc1C2=O | 24.4 | 95.9 | 2.2 | -12.0 | 95.0 | -1.0 | 0.0 | -8.0 | -11.0 | 0.0 | 91.7
COc1ccc(CCNC(=O)CCCn2nc(C)c([N+](=O)[O-])c2C)cc1OC | 7.2 | 94.7 | 0.5 | -6.0 | 101.1 | -3.0 | -2.0 | -2.0 | -4.0 | -2.0 | 92.1
Cc1sc2ncnc(SCC(=O)NNC(=O)COc3cccc4ccccc34)c2c1C | 0.2 | 101.5 | 0.0 | -2.0 | 99.8 | -4.0 | -4.0 | -2.0 | -5.0 | -1.0 | 93.0
Cc1c(Br)cc(C(=O)OC2CCN(C)CC2)c(C)c1C | 10.4 | 97.7 | 2.1 | 0.0 | 99.9 | -1.0 | 0.0 | 0.0 | -1.0 | -1.0 | 100.0
COc1ccc(CN2C(=O)CN=C2Nc2cccc(C)c2C)cc1 | 1.1 | 102.2 | 0.3 | -2.0 | 107.9 | -6.0 | -1.0 | -3.0 | -2.0 | -1.0 | 108.3
COc1cc(/C=N/n2c(C)n[nH]c2=S)ccc1OCc1ccccc1 | -9.2 | 109.9 | -1.2 | 9.0 | 97.4 | -8.0 | -12.0 | -32.0 | 3.0 | -1.0 | 97.7
Cc1cccc(-c2noc(CCCC(=O)N3CCOCC3)n2)c1 | 3.0 | 95.8 | 0.3 | -1.0 | 103.6 | 1.0 | 2.0 | 0.0 | 0.0 | 4.0 | 99.8
CCOC(=O)c1c(-c2ccccc2)oc2ccc(O)c(CN(C)C)c12 | 0.2 | 98.2 | 0.2 | -2.0 | 100.0 | -1.0 | -2.0 | -2.0 | 0.0 | 0.0 | 95.8
COc1ccc(Br)cc1/C=N/NC(=O)c1ccc(COc2ccc3c(c2)CCC3)o1 | 3.0 | 97.4 | -0.1 | 0.0 | 101.0 | 0.0 | 0.0 | 1.0 | 2.0 | 0.0 | 97.6
O=C(N/C(=C/C=C/c1ccccc1)C(=O)N1CCOCC1)c1ccccc1Br | 6.6 | 96.6 | 0.6 | -1.0 | 99.7 | -1.0 | 2.0 | -4.0 | -2.0 | 0.0 | 96.4
CCOc1cc(C(=O)NCCCn2ccnc2)cc(OCC)c1OCC | 9.6 | 103.0 | 0.5 | -3.0 | 106.6 | -3.0 | -4.0 | -6.0 | -4.0 | -1.0 | 102.6
O=C1C=CC(=O)N1c1ccc(OC(F)F)cc1 | -2.8 | 96.6 | 0.8 | -9.0 | 92.3 | -7.0 | -13.0 | -3.0 | 2.0 | -6.0 | 97.5
COc1ccc(OCc2nnc3n2N=C(c2ccc(C)cc2)CS3)cc1 | 3.4 | 101.2 | 0.3 | -9.0 | 101.7 | -9.0 | -2.0 | -10.0 | -6.0 | -7.0 | 97.5
CN(C)CCNCCCOc1ccccc1-c1ccccc1 | -0.3 | 98.4 | 0.0 | 3.0 | 102.0 | 0.0 | 3.0 | 3.0 | 6.0 | 3.0 | 99.1
CCOC(=O)C1=NNC2(c3ccc(Cl)cc3)C(=O)N(c3ccc(C)cc3)C(=O)C12 (stereo unspecified) | 40.9 | 101.3 | 1.1 | -8.0 | 99.4 | -11.0 | -10.0 | -14.0 | -11.0 | -10.0 | 99.6
Cc1nc2ccccc2c(=O)n1Nc1cccc(Cl)c1 | 20.9 | 98.9 | 2.2 | -1.0 | 101.2 | -2.0 | -3.0 | -3.0 | 0.0 | -1.0 | 101.6
COc1ccc(-c2noc(Cc3ccccc3OC)n2)cc1 | 4.4 | 97.2 | 0.4 | -13.0 | 101.8 | -2.0 | 0.0 | -6.0 | -10.0 | 0.0 | 96.8
Cc1ccc(-n2c(-c3cnccn3)n[nH]c2=S)c(Br)c1 | -1.4 | 102.3 | -0.8 | 1.0 | 101.5 | -4.0 | -2.0 | -29.0 | 0.0 | 0.0 | 101.1
COCCNC(=S)N=Nc1c(O)[nH]c2c(C)cc(C)cc12 | 6.6 | ? | 0.4 | -3.0 | 98.5 | -4.0 | -2.0 | -5.0 | -3.0 | -3.0 | 103.4
O=C(CSC1=NC(=O)C(Cc2ccccc2)C(=O)N1)Nc1ncc(Br)cc1Br (stereo unspecified) | -0.5 | 97.1 | -0.4 | -2.0 | 99.1 | -3.0 | 0.0 | 0.0 | 0.0 | -1.0 | 100.0
COc1cc(CN2CCN(Cc3ccc([N+](=O)[O-])cc3)CC2)c([N+](=O)[O-])cc1OC | 1.0 | ? | 0.3 | 3.0 | 108.7 | -2.0 | -3.0 | -1.0 | 0.0 | -4.0 | 115.3
O=C(NCCc1ccccc1)C1CCCN1S(=O)(=O)c1ccccc1 (stereo unspecified) | 1.2 | 104.1 | 0.8 | -2.0 | 103.0 | 0.0 | -2.0 | -1.0 | -5.0 | 0.0 | 100.2
Cc1ccc2c(c1)NC(=O)C(CC(=O)NC1CCCCC1C)O2 (stereo unspecified) | -2.4 | 109.0 | -2.1 | -5.0 | 103.9 | -2.0 | 0.0 | -4.0 | -2.0 | 2.0 | 105.7

Bioassay records (PubChem)
